# HEK cytotox: cytotoxic compounds in HEK 293 cells; HEK 293 viability, ATP luminescence (CellTiter-Glo), 48-72 h; Potency, µM (top dose mostly 115 µM), without a hit: at the highest dose activity change, negative = cytotoxicity, hits mostly inhibitors; actives 6.6% (n = 94,000); AID 1345083; also: potency is read from the fitted curve at half-maximal effect; nearly all actives have a fitted effect of over 60% in size
#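 Viability of HEK 293 cells, plated at 250 cells/well, was judged by cellular ATP after compound treatment for 48 or 72 hr. Luminescence was imaged 10 min after CellTiter-Glo addition at room temperature.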
# GPT2 inh: inhibitors of human GPT2 alanine aminotransferase; actives 0.25% (n = 100,000); Recombinant GPT2, coupled pyruvate oxidase/HRP Amplex Red fluorescence; Potency, µM (series often up to 57.7 µM), for inactives: at the top dose activity change, negative = inhibition, usual class: inhibitors; also: potency is read from the fitted curve at half-maximal effect; nearly all actives have a fitted effect of over 60% in size; many of its hits are not listed in these tables
# Target sequence (Q8TD30 whole entry, looked up): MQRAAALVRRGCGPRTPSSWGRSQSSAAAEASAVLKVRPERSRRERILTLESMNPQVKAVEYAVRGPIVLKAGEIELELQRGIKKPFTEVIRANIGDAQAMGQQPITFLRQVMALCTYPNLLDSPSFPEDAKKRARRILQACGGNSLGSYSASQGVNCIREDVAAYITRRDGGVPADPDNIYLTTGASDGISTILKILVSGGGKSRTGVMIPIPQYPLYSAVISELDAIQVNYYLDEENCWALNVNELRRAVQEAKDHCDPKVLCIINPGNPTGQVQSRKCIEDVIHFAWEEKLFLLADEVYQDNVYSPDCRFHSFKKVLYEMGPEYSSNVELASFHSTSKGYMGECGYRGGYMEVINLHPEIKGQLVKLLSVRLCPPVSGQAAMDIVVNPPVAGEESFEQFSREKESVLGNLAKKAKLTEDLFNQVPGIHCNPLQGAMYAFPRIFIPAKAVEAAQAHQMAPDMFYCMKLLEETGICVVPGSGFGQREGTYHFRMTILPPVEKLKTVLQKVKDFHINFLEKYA
#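 Fluorescence read-out: pyruvate from GPT2 turnover coupled to pyruvate oxidase, HRP and Amplex Red (0.2mM ThPP, 0.2U/mL PO and HRP, 50uM Amplex final). Substrates 250uM a-KG, 2mM L-alanine; enzyme 10ng/uL; 30 min RT.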
# SNCA viab count: counter-screen for SNCA expression inhibitors: cell viability; HEK-293-SNCA-luc viability, GF-AFC fluorescence, 24 h; Potency, µM (doses to about 57.1 µM), for inactives: at the highest dose activity change, negative = cytotoxicity, actives largely listed as cytotoxic; actives 0.12% (n = 150,000);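 also: potency is read from the fitted curve at half-maximal effect; 0% = DMSO-treated cells and -100% = medium-only wells without cells; nearly all actives have a fitted effect of over 30% in size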
#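 HEK-293-SNCA-luc cells (1500/well) plated 24 h, then exposed 24 h to a dilution series; GF-AFC added 30 min at 37C, fluorescence 405/540 nm; normalised to medium-only and DMSO wells, Hill fit.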
# SNCA expr inhib: SNCA gene expression inhibition. HEK-293 SNCA-luciferase knock-in, luminescence, 24 h. Potency, µM (titrated, usually from 57.2 µM), without a hit: at the highest dose activity change, negative = inhibition, hits mostly inhibitors. actives 0.17% (n = 140,000);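 also: potency is read from the fitted curve at half-maximal effect; plate controls were DMSO cells for no effect and cell-free wells for full effect; nearly all actives have a fitted effect of over 45% in size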
# IP6K1 inhibitor: IP6K1 kinase inhibition; IP6K1 kinase, ADP-Glo luminescence, 2 h; stronger effect = lower value; activity change, % (series mostly up to about 58 µM); actives 0.81% (n = 140,000); in the data active = activity change below about -25%
# Target sequence (Q92551 whole entry, looked up): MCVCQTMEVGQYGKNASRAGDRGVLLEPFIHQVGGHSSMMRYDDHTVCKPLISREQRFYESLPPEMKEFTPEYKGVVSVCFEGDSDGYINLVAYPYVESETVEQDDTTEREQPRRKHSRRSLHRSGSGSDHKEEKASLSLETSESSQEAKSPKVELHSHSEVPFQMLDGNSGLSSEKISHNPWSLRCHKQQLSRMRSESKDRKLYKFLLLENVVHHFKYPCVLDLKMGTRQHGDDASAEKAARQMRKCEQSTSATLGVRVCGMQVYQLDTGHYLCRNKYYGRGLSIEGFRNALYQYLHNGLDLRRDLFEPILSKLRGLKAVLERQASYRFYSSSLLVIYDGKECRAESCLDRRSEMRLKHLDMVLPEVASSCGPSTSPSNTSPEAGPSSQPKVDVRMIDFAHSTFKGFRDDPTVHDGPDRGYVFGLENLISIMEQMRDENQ
#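 ADP-Glo luminescence measures ADP made by human IP6K1 during a 2 h RT reaction with ATP/IP6 (mix at 1.3 mM/130 uM); top library doses 57.5 and 19.1 uM final.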
# Luciferase inh: inhibitors of firefly (Photinus pyralis) luciferase; purified P. pyralis luciferase, luminescence, biochemical; Potency, µM (top dose mostly 115 µM), without a hit: at the top dose activity change, negative = inhibition, hits mostly inhibitors; actives 2.5% (n = 76,000); also: potency is read from the fitted curve at half-maximal effect; nearly all actives have a fitted effect of over 65% in size
#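 Inhibitors were tested against purified firefly luciferase in a biochemical, low-substrate format (both substrates at 10uM) and luminescence measured with a CCD imager.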
# 3T3 cytotox: NIH 3T3 cell cytotoxicity | Potency, µM (top dose mostly 96.7 µM), without a hit: at the top dose activity change, negative = cytotoxicity, hits mostly inhibitors | NIH 3T3 viability, CellTiter-Glo ATP luminescence, 48-72 h | actives 4.3% (n = 94,000) | AID 1345082; also: potency is read from the fitted curve at half-maximal effect; nearly all actives have a fitted effect of over 55% in size
#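 Mouse fibroblast NIH 3T3 cells, 400 per well, received compound via pintool and were incubated for 48 or 72 hr prior to CellTiter-Glo ATP luminescence measurement.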
# The depositor's hits bear a star; i = inactive; ? = inconclusive; · = not tested or not shown; [ ] = remark or other dose. Unless noted, calls follow the shape of the dose curve; as a rule, active = well fitted curve in the direction sought with a large enough effect; inconclusive = small, poorly fitted or top-dose-only effect, or another doubt; inactive = no such curve, though single readings can be large; an effect the other way counts as inactive or inconclusive. Unless noted, % is scaled to controls: 0 for no effect and ±100 for the full control effect. This is a subset; count on the stated rates, not on these rows.
# Below each SMILES: SNCA viab count	Luciferase inh	GPT2 inh	3T3 cytotox	HEK cytotox	SNCA expr inhib	IP6K1 inhibitor
- O=C(NC1CC1)C1COC2(CCN(C(=O)Cc3cccs3)CC2)N1C(=O)c1ccc(F)cc1 (stereo not drawn)
→ -5%	-3%	i	0%	-17%	-7%	-10
- COc1ccc(NC(=O)NCCc2noc(C3CC3)n2)cc1OC
→ -2%	6%	i	i	-3%	-7%	15
- Cc1ccc(C(=O)NC2CCN(C(=O)c3ccc(-c4cncnc4)cc3)CC2)cc1
→ 6%[12.5 µM]	·	i	-28%	-16%	10%	12
- O=C(Cc1ccccn1)N1CCCC(c2nn(-c3ccc(F)cc3)c(=O)[nH]2)C1 (stereo not drawn)
→ -17%	-19%	i	-22%	-5%	55%[activator]	10
- CC(C)C(=O)Nc1cc(C2CCCC2)nn1C
→ 7%[87.6 µM]	·	i	-14%[138 µM]	-8%[172 µM]	18%[87.6 µM]	-4
- O=C(NC1CCCCC1)C1CN(C(=O)c2ccncc2)CC12CCOCC2 (stereo not drawn)
→ 2%	-7%	i	i	i	9%	24
- CC(C)(C)C(=O)Nc1ccc(-c2nc3ccccc3s2)cc1
→ -9%	·	·	·	·	1.4µM*	-6
- O=C(Nc1ccc(-c2nnc3n2CCCC3)cc1)c1ccco1
→ -3%	2%	i	3%	1%	35%[activator]	9
- O=C(NCCc1ccc(Cl)cc1)C1CCc2nnc(-c3ccc(Cl)nc3)n21 (stereo not drawn)
→ -1%	·	-6%	-11%	-1%	3%	-4
- COCCNC(=O)[C@H]1C[C@H](Oc2cccnc2)CN1C(=O)c1cccc(C)c1
→ -6%	9%	i	1%	?	5%	23
- CCOc1ccc(NC(=O)c2c(NCc3cccs3)sc3c2CCC(C)C3)cc1 (stereo not drawn)
→ -6%	·	·	·	·	?	-1
- O=C(O)[C@]12CCCN[C@@H]1CCN(Cc1ccsc1)C2
→ -2%	-7%	i	i	3%	-1%	3
- CN1CC(=O)N(c2cccnc2)Cc2c1ncnc2N1CCC(O)CC1
→ 1%[87.6 µM]	8%[172 µM]	i	i	i	22%[87.6 µM]	-14
- Cc1ccccc1OCCCCn1nnc2sc3c(c2c1=O)CCC(C)C3 (stereo not drawn)
→ 7%	·	·	·	·	-9%	41
- COc1cc(C(=O)NCCn2cccc2-c2nc(-c3ccccc3)no2)cc(OC)c1OC
→ -15%	0%	i	?	?	1%	-1
- COc1ccc(C[C@H](NC(=O)C2=C[C@@H](NC(=O)c3ccc(C)cc3)[C@@H](O)[C@H](O)C2)C(N)=O)cc1
→ -14%	0%	-28%	-23%	0%	30%	11
- CCO[C@H]1CN(C(=O)COc2ccc(-n3cnnn3)cc2)C[C@@H]1O
→ 4%	-6%	-9%[11.5 µM]	-3%	i	-8%	-14
- O=C(c1cccc(OC2CN(Cc3nccs3)C2)c1)N1CCOCC1
→ 9%	-16%	i	-16%	-26%	9%	-3
- CC(=O)SCC(Cc1ccccc1)C(=O)NCC(=O)OCc1ccccc1 (stereo not drawn)
→ -6%	·	-8%	·	·	-5%	·
- O=C1NCCOCCCN(C(=O)c2ccco2)[C@H]2CCCC[C@@H]12
→ -4%	4%	-3%	2%	-22%	-15%	9

# 6 compounds from above, reduced to GPT2 inh, Luciferase inh and SNCA viab count:
Compound | GPT2 inh | Luciferase inh | SNCA viab count
CC(=O)SCC(Cc1ccccc1)C(=O)NCC(=O)OCc1ccccc1 (stereo not drawn) | -8% | · | -6%
Cc1ccccc1OCCCCn1nnc2sc3c(c2c1=O)CCC(C)C3 (stereo not drawn) | · | · | 7%
COc1ccc(NC(=O)NCCc2noc(C3CC3)n2)cc1OC | i | 6% | -2%
CCOc1ccc(NC(=O)c2c(NCc3cccs3)sc3c2CCC(C)C3)cc1 (stereo not drawn) | · | · | -6%
O=C(Cc1ccccn1)N1CCCC(c2nn(-c3ccc(F)cc3)c(=O)[nH]2)C1 (stereo not drawn) | i | -19% | -17%
CC(C)C(=O)Nc1cc(C2CCCC2)nn1C | i | · | 7%[87.6 µM]

# The list continues:
# Below each SMILES: SNCA viab count	Luciferase inh	GPT2 inh	3T3 cytotox	HEK cytotox	SNCA expr inhib	IP6K1 inhibitor
- CC(=O)c1c(C)nc2nc(-c3ccccc3)nn2c1C
→ 2%	·	·	·	·	93%[activator]	-7
- CC(C)CC(=O)N1[C@@H]2CC[C@H]1CC(NC(=O)c1ccncc1)C2 (stereo partly drawn)
→ 0%	-3%	2%	-9%	i	-3%	24
- COc1cccc(CC(=O)N2CCCN(c3cc(-c4ccccc4)[nH]n3)CC2)c1
→ -20%	6%	?	?	35µM*	?	4
- COc1ccc(C)c2sc(NC(=O)c3ccc(S(=O)(=O)N4CCOCC4)cc3)nc12
→ 1%	·	·	·	·	-7%	-9
- Cc1cc(C)cc(NC(=O)Cc2csc(COc3cccc(C)c3)n2)c1
→ 12%	·	·	·	·	?	-11
- O=C(c1ccc(Cl)cc1)N1CC(CO)C2(CCNCC2)C1 (stereo not drawn)
→ -4%[12.5 µM]	-31%	?	-29%	?	14%	17
- O=C1COc2cc(S(=O)(=O)CCC(=O)N3CCN(c4cccc(Cl)c4)CC3)c(Cl)cc2N1
→ -12%	·	·	·	·	-9%	15
- COCC(=O)Nc1ccc(-c2noc([C@@H]3CCCN3Cc3cccc(C#N)c3)n2)cn1
→ -14%[87.6 µM]	-11%[172 µM]	-2%[88.5 µM]	-20%[174 µM]	?	41%[activator][87.6 µM]	24
- Cc1ccc(-n2nc(C(=O)N(C)c3ccccc3Cl)c3c4ccccc4n(C)c3c2=O)cc1
→ 8%	·	·	·	·	1%	-1
- COc1ccccc1C(=O)Nc1ccccc1OCc1cc(=O)n2ccccc2n1
→ 1%	·	·	·	·	0%	17
- Cc1nc2cc(-c3cccc(F)c3)nn2c(C)c1CCC(=O)Nc1ccccc1C(N)=O
→ -9%	·	·	·	·	?	8
- CCc1cc(C(C)=NOCc2ccc(C3CCCCC3)c(C(F)(F)F)c2)ccc1CN1CC(C(=O)O)C1
→ -3%	·	i	·	·	3%	·
- CS(=O)(=O)NC1CCN(c2ccc3nnc(C4CC4)n3n2)CC1
→ ·	·	·	-14%	i	·	1
- Cc1ccc(CNC(=O)c2cc3cn(C(C)C)cc3s2)cc1
→ 8%	-16%	-29%	?	?	9%	4
- COCC[C@]1(O)CCN(C(=O)COc2ccc3c(c2)OCO3)C[C@H]1C
→ 3%	9%	2%	-1%	4%	-14%	13
- Cc1ccc(-n2c(=O)c3c(cnn3C)n(CC(=O)Nc3c(C)cccc3C)c2=O)cc1
→ -3%	·	·	·	·	-14%	-7
- CC(=O)N1CC2(CCCCN2C(=O)CCC(=O)O)Cc2ccccc21 (stereo not drawn)
→ 3%	·	i	i	i	-1%	-15
- CCCc1nc(C)cc(N2CCC3(CC2)C(C(=O)O)CC(=O)N3C)n1 (stereo not drawn)
→ -14%	-9%	-11%	i	0%	?	1
- COc1ccc(-c2[nH]ncc2C(=O)NCc2ccccc2C)cc1
→ 15%	·	·	·	·	-13%	-15
- Cc1noc(C)c1C(=O)N1CCC2(CC1)CC(c1ccccc1)C(=O)N2C (stereo not drawn)
→ 4%	7%	-1%	-25%	i	-9%	-11
- CCCCc1ccc(-n2nc3cc(C)c(NC(=O)Cc4ccccc4)cc3n2)cc1
→ 2%	·	·	·	·	-12%	15
- Cc1ccc(C(=O)N2CC(c3nnc(-c4ccncc4)o3)C3(CCOCC3)C2)c(C)c1 (stereo not drawn)
→ -6%	-7%	2%	i	-3%	-11%	16
- CCCCc1nn(CC(=O)N2CCC(n3nc(C)cc3C)C2)c(=O)n1CC (stereo not drawn)
→ 2%	-4%	i	i	-8%	-11%	-8
- O=C(NCCc1ccccn1)c1cn2ccnc(-c3ccccc3)c2n1
→ ?	-16%	-2%	?	?	6%	16
- COCCN(Cc1cc(=O)c2cc(F)ccc2[nH]1)CC1CC1
→ -5%	-4%	1%	-21%	-37%	30%[activator]	-8
- CCOc1ccc(CCNc2nc3ccccc3n3c(C)nnc23)cc1OCC
→ 11%	·	·	·	·	-14%	-3
- Cc1ccc(N2CC(c3noc(-c4cccc(Cl)c4)n3)CC2=O)cc1 (stereo not drawn)
→ 12%	0%	i	i	-5%	-7%	10
- COc1cccc([C@@H]2CCN(Cc3ccc(NC(C)=O)cc3)C[C@H]2O)c1
→ -9%	-5%	i	-23%	-27%	1%	13
- Cc1ccc(NC(=O)CCCN2C(=O)COc3ccc(C)cc32)c(C)c1
→ -6%	·	·	·	·	26%	-17
- CCN1C(=O)C2CC3(CCN(C(=O)COCCOC)CC3)CN2C1=O (stereo not drawn)
→ -2%	2%	-13%	-2%	3%	-3%	-8
- Cc1ccsc1CN1CC(N2CC(C(=O)NCc3ccccc3)CC2=O)C1 (stereo not drawn)
→ -1%	·	3%	-12%	0%	-9%	0
- Cn1cc(CN2CCN(C(=O)c3ccoc3)CC2)ccc1=O
→ 8%	-23%	i	i	4%	15%	0
- O=C(OCc1ccccc1)N1CCn2cc(C(=O)N3CCOCC3)nc2C1
→ -3%	·	?	3%	i	?	15
- COc1ccc2cc3c(N)nn(C(=O)c4ccc(F)cc4Cl)c3nc2c1
→ -28%	·	·	·	·	?	32
- CC(NC(=O)c1cccc(C#N)c1)C(=O)N1CCN(c2ccccn2)CC1 (stereo not drawn)
→ -2%	1%	i	-4%	-1%	2%	1
- COc1ccc2c(c1)C=C(CN1CCC(CO)(Cc3ccccc3Cl)CC1)CO2
→ -12%	-7%	-22%	?	18µM*	?	14
- Cc1ccc(OCc2nc(C3CN(C(=O)c4ccc(C)nc4)C3)no2)cc1
→ -6%	-14%	-14%	-14%	-12%	-7%	4
- O=C(NCc1ccc2c(c1)OCO2)c1nc2cccnc2n(Cc2ccccc2)c1=O
→ -1%	·	2%	?	79µM*	11%	3
- Cc1cc2n(n1)CCC(=O)N2Cc1ccc(C(=O)Nc2ccc(F)cc2F)cc1
→ 3%	·	·	·	·	-8%	43
- CC(C)(C)c1ccc(C(=O)N2CCN(Cc3cc(=O)n4nc(-c5ccccc5F)sc4n3)CC2)cc1
→ 9%	·	·	·	·	2%	10
- O=C1CCCCC(Cc2ccccc2)(C(=O)Nc2cccc(F)c2)N1 (stereo not drawn)
→ 4%	9%	0%	i	?	-7%	4

# Part of the list above in order of molecular weight, rising.
# Below each SMILES: SNCA viab count	Luciferase inh	GPT2 inh	3T3 cytotox	HEK cytotox	SNCA expr inhib	IP6K1 inhibitor
- Cn1cc(CN2CCN(C(=O)c3ccoc3)CC2)ccc1=O
→ 8%	-23%	i	i	4%	15%	0
- CCCCc1nn(CC(=O)N2CCC(n3nc(C)cc3C)C2)c(=O)n1CC (stereo not drawn)
→ 2%	-4%	i	i	-8%	-11%	-8
- Cc1ccsc1CN1CC(N2CC(C(=O)NCc3ccccc3)CC2=O)C1 (stereo not drawn)
→ -1%	·	3%	-12%	0%	-9%	0
